High-throughput results from PubChem.
RGS4-Gao reg: human RGS4-Galphao interaction regulation. 0.33% of 220,000 active. Multiplexed bead flow cytometry, RGS4-Galphao binding; actives lie on both sides. binding response (% of control), % at 10 µM. P09471; in the data active = binding response below about 49% or above about 150%; inactive = in between;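 note: fluorescent Galphao activated with aluminum fluoride binding bead-coupled RGS4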
Target sequence (P09471 whole entry, looked up): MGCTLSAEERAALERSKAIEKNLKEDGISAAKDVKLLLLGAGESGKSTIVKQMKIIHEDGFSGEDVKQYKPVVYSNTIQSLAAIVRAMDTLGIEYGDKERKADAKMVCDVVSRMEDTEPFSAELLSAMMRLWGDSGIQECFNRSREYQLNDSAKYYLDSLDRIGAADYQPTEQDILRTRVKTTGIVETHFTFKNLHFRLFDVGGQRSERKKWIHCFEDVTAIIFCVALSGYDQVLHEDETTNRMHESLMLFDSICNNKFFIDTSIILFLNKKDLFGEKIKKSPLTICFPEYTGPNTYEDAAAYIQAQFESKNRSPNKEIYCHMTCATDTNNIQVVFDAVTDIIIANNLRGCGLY
RGS8-Gao: regulators of human RGS8-Galphao interaction | 0.34% of 220,000 active | AID 1423 | response (percent of control binding), % at 10 µM | multiplexed bead flow cytometry, RGS8-Galphao binding; actives lie on both sides; in the data active = response below about 60% or above about 140%; inactive = in between;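 note: Galphao activated as the GDP aluminium fluoride complex binding bead-coupled RGS8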
Bim-Bcl-B: disrupts Bim peptide binding to human Bcl-B. 0.073% of 190,000 active. bead-based flow cytometry. inhibition, % at 10 µM. Q9HD36;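 note: 0% = tracer peptide without compound and 100% = reference inhibitor peptide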
RGS7-Gao reg: regulators of human RGS7-Galphao interaction; Multiplexed bead flow cytometry, RGS7-Galphao binding; actives lie on both sides; 0.35% of 220,000 active; binding response (% of control), % at 10 µM; P09471; in the data active = binding response below about 49% or above about 150%; inconclusive = no clear call, values can overlap the other calls; inactive = in between;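 note: fluorescent Galphao held in activated GDP-AlF4 state binding bead-coupled RGS7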
Mcl-1 Bim block: disrupts Bim peptide binding to human Mcl-1. Bead-based flow cytometry, Bim peptide-Mcl-1 binding. inhibition, % at 10 µM. 0.1% of 190,000 active. AID 1009;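 note: 0% = no compound tracer wells and 100% = peptide blocker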
Mcl1-Noxa inh: disrupts binding of human Mcl-1 to Noxa peptide; Q07820; TR-FRET Mcl-1/Noxa peptide binding, 2 h; inhibition, % at 21.7 µM; 1.5% of 220,000 active;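 active = compounds that cut the protein-peptide binding signal by more than 50% relative to plate controls in a single-dose test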;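 note: His-tagged Mcl-1 with rhodamine Noxa BH3 peptide and terbium anti-His antibody; 0% = Mcl-1 plus Noxa peptide wells and 100% = peptide-only wells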
Bim-Bcl-XL: inhibitors of Bim-Bcl-XL interaction, human. Q07817. inhibition, % at 10 µM. Bim peptide-Bcl-XL binding, bead flow cytometry, fluorescence. 0.04% of 190,000 active
Target sequence (Q07817 whole entry, looked up): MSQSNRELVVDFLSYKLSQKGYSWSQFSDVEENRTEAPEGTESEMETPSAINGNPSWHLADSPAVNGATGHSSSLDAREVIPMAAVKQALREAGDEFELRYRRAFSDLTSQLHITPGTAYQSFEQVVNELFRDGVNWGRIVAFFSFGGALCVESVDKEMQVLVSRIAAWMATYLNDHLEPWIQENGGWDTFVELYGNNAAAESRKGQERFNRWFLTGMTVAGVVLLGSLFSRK
Bim-Bfl-1: human Bim-Bfl-1 interaction inhibition | 0.12% of 190,000 active | Q16548 | Bead-based flow cytometry, Bim-Bfl-1 binding inhibition | inhibition, % at 10 µM;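 note: 0% = wells without compound plus tracer and 100% = blocker peptide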
Bim-Bcl-W: disrupts Bim peptide binding to human Bcl-W; Q92843; bead-based flow cytometry; inhibition, % at 10 µM; 0.02% of 190,000 active; AID 952;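 note: 0% = bound tracer without compound and 100% = peptide blocker; higher means less fluorescent Bim peptide bound to Bcl-W beads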
Target sequence (Q92843 whole entry, looked up): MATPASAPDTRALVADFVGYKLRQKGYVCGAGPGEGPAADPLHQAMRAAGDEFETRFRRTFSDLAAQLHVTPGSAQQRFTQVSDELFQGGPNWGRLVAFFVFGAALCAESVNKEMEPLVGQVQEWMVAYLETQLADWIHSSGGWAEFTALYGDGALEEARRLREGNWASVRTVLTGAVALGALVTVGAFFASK
Bim-Bcl-2: inhibitors of Bim-Bcl-2 interaction, human; P10415; Bead-based flow cytometry, Bim peptide-Bcl-2 binding; inhibition, % at 10 µM; 0.06% of 190,000 active; AID 950; in the data active = inhibition above about 40%; inconclusive = no clear call, values can overlap the other calls;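 note: 0% = no compound wells with probe peptide and 100% = reference peptide inhibitor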
Target sequence (P10415 whole entry, looked up): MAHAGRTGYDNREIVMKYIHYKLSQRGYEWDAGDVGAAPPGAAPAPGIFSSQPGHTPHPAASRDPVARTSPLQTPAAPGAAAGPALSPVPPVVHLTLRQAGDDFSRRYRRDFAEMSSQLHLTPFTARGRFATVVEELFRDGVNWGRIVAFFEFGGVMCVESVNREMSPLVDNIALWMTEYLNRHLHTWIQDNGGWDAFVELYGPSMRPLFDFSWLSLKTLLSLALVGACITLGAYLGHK
Mcl1-Bid inh: disrupts binding of human Mcl-1 to Bid peptide | Q07820 | TR-FRET Mcl-1/Bid-Dy647 peptide binding, 1536-well | inhibition, % at 21.7 µM | 0.97% of 220,000 active | AID 1021;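 active = compounds that cut the binding signal by more than half at the single screening dose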;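 note: His-tagged Mcl-1 with europium anti-His antibody binding Bid BH3 peptide; 0% = Mcl-1 plus peptide wells and 100% = peptide-only wells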
* = called active by the depositor; ? = inconclusive; . = no result given. Cut-off read from the data, not from the text of the source, unless noted: active = inhibition above about 40%.

| no. | SMILES | RGS4-Gao reg | RGS8-Gao | Bim-Bcl-B | RGS7-Gao reg | Mcl-1 Bim block | Mcl1-Noxa inh | Bim-Bcl-XL | Bim-Bfl-1 | Bim-Bcl-W | Bim-Bcl-2 | Mcl1-Bid inh |
| --- | --- | --- | --- | --- | --- | --- | --- | --- | --- | --- | --- | --- |
| 1 | CCN(CC)CCOC(=O)C1c2ccccc2Oc2ccccc21 | 99 | 100 | -3 | 97 | 0 | -3 | 1 | 1 | 3 | 0 | -16 |
| 2 | Cc1ccc(-c2[nH]nc(N)c2N=Nc2ccccc2C)cc1 | 101 | 104 | 1 | 98 | 0 | 20 | 1 | -1 | 0 | -1 | 5 |
| 3 | Cc1ccc2nc(C)c3c(c2c1)COC3 | -73* | 17* | -4 | -40* | 0 | 13 | 0 | 0 | 0 | 0 | -45 |
| 4 | COCC(=O)Nc1cc(C(=O)Nc2ccccc2)ccc1Cl | 99 | 101 | 0 | 99 | 2 | 6 | -4 | -5 | -1 | -2 | -13 |
| 5 | Cc1ccccc1-c1nnn(CC(=O)Nc2cccc(S(N)(=O)=O)c2)n1 | 99 | 100 | -4 | 99 | -2 | 5 | -1 | -6 | -5 | -6 | -19 |
| 6 | S=C(NCc1cccs1)Nc1cc(Cl)cc(Cl)c1 | 104 | 103 | . | ? | . | 21 | . | . | . | . | -41 |
| 7 | Cc1cccc(C)c1Nc1nnc(SCc2cn3cccc(C)c3n2)s1 | 95 | 99 | -9 | 97 | -1 | 3 | -8 | -5 | -5 | -9 | -22 |
| 8 | O=C(NCc1cccnc1)C(=O)Nc1nc(C23CC4CC(CC(C4)C2)C3)cs1 | 103 | 101 | . | ? | . | -143 | . | . | . | . | -30 |
| 9 | NC(=S)Nc1ccc(C(F)(F)F)cc1Cl | 99 | 100 | . | ? | . | -7 | . | . | . | . | -20 |
| 10 | CCc1c(C)nc2ncnn2c1N1CCCC(C(=O)NCCc2ccc(OC)cc2)C1 (centres undefined) | 102 | 101 | -8 | 102 | 0 | -1 | -7 | -11 | -1 | -12 | -16 |
| 11 | Clc1ccc2nc(CSc3ccccc3)cn2c1 | 106 | 120 | -2 | 109 | 0 | 5 | -3 | -1 | 0 | -1 | -40 |
| 12 | CC(C)c1ccc(OCC(O)CN2CCN(c3ccccc3)CC2)cc1 (centres undefined) | 99 | 100 | -5 | 102 | 0 | 2 | 0 | -3 | -3 | -2 | -38 |
| 13 | Cc1ccc(C=C2C(=O)c3ccccc3C2=O)o1 | 104 | 100 | -5 | 98 | -4 | 23 | -9 | 3 | -5 | -2 | 4 |
| 14 | CCOc1ccc(-n2cc(C(=O)NC(C)C)c3cc(OC)c(OC)cc3c2=O)cc1 | 104 | 102 | -4 | 104 | 0 | -1 | -5 | -10 | 2 | -3 | -9 |
| 15 | COc1ccccc1C(=O)O/N=C(\N)c1ccccc1Cl | 105 | 102 | -8 | 99 | -3 | 4 | -5 | -14 | -4 | -10 | -12 |
| 16 | CSc1nc(N(C)NC(=O)c2ccccc2)c2ccccc2n1 | 109 | 104 | -10 | 106 | -2 | -2 | -13 | -16 | -3 | -12 | -7 |
| 17 | C[C@H]1C=C(C(=O)NC2CC2)O[C@@H](OCc2ccc(CO)cc2)C1 | 101 | 103 | . | ? | . | -9 | . | . | . | . | -3 |
| 18 | C=CCn1c(=NC(=O)c2ccc(S(=O)(=O)N3CCCC3)cc2)sc2cc(NC(C)=O)ccc21 | 94 | 97 | -8 | 92 | -6 | -85 | -9 | 0 | -6 | -5 | 35 |
| 19 | COc1ccc(C(=O)NCc2ccccc2)cc1Br | 101 | 99 | 3 | 100 | 0 | 10 | 5 | 6 | 4 | 7 | -63 |
| 20 | Cn1nc(-c2ccccc2)c(-c2nc(-c3ccc(Cl)cc3)no2)c1Cl | 103 | 99 | -10 | 102 | -2 | 12 | -2 | -7 | 1 | -9 | -1 |
| 21 | CN(C)/C=C/C(=O)c1ccc(Oc2ccccc2)cc1 | 101 | 101 | 0 | ? | 1 | -2 | 0 | -5 | -2 | -1 | -26 |
| 22 | CCc1ccccc1N1CN(Cc2cccnc2)CNC1=S | 104 | 105 | . | ? | . | -5 | . | . | . | . | -35 |
| 23 | Cc1cc(C(C)(C)C)ccc1OCCOCCN1CCCC1 | 119 | 122 | -1 | 112 | -6 | 28 | -6 | 0 | -3 | 0 | 26 |
| 24 | CCOc1ccc(C(=O)OCC(=O)Nc2nc(OC)cc(OC)n2)cc1OCC | 99 | 100 | 0 | 95 | 0 | 0 | -4 | -4 | -2 | -1 | -34 |
| 25 | Cc1cccc(Oc2ccccc2N)c1 | 106 | 103 | -10 | 109 | -4 | 14 | -3 | -12 | 0 | -10 | 5 |
| 26 | O=C(Nc1ccc(S(=O)(=O)N2CCN(c3ccccc3)CC2)cc1)c1cccs1 | 100 | 101 | -6 | 104 | -4 | 7 | -7 | -15 | 3 | -9 | -10 |
| 27 | CC1=NN(c2cccc(Cl)c2)C(=O)C12CC(C)=C(C)CS2 (centres undefined) | 93 | 94 | -8 | 90 | 0 | 14 | -11 | -10 | 0 | -9 | -7 |
| 28 | O=C(O)c1cc(N/N=C/c2ccc(N3CCOCC3)cc2)ccc1Cl | 101 | 100 | . | ? | . | -5 | . | . | . | . | -43 |
| 29 | Cc1nn(CCCC(=O)Nc2cc(Oc3ccccc3)cc([N+](=O)[O-])c2)c(C)c1[N+](=O)[O-] | 101 | 101 | -10 | 99 | -2 | 1 | -5 | -6 | -3 | -6 | -5 |
| 30 | Oc1[nH]c2ccccc2c1N=Nc1nc2ccccc2s1 | 99 | 101 | 0 | 101 | -2 | 84* | -3 | -1 | -3 | -4 | 59* |
| 31 | O=C(Nc1ccc(S(=O)(=O)N2CCCC2)cc1)c1cnccn1 | 94 | 100 | -7 | 93 | -3 | 15 | -5 | -7 | -3 | -3 | -2 |
| 32 | CCOC(=O)CN(C)S(=O)(=O)c1ccc(-c2cc(C(=O)OC)sc2C(F)(F)F)cc1 | 99 | 99 | . | ? | . | 11 | . | . | . | . | -1 |
| 33 | Cc1ccnc(NS(=O)(=O)c2ccc(NC(=O)c3ccc(S(=O)(=O)N(C)C)cc3)cc2)n1 | 101 | 104 | -4 | 103 | 0 | -11 | -2 | -6 | 0 | -1 | -10 |
| 34 | CCNC(=O)[C@H]1O[C@@H](n2cnc3c(N)nc(NCCc4ccc(CCC(=O)O)cc4)nc32)[C@H](O)[C@@H]1O | 98 | 98 | . | ? | . | 4 | . | . | . | . | -32 |
| 35 | CCOC(=O)c1sc(NC(=O)c2ccncc2)nc1C | 91 | 101 | -5 | 99 | 0 | 4 | 2 | 1 | 4 | -2 | 2 |
| 36 | COc1cc(OC)c(C(=O)N2CCCC2)cc1OC | 99 | 101 | 2 | 98 | 3 | 2 | 1 | 1 | 2 | 5 | -47 |
| 37 | Cc1ccc(-c2ccc(C(=O)O)c(C)n2)cc1 | 103 | 101 | -3 | 98 | -3 | 10 | -5 | -1 | -1 | 0 | 16 |
| 38 | COc1ccc2oc(=O)c(C(=O)N3CCCC3)cc2c1 | 104 | 104 | -1 | 101 | 3 | -20 | -3 | -4 | 0 | 0 | -17 |
| 39 | CS(=O)(=O)N1CCc2cc(-c3csc(NCC4CCCO4)n3)ccc21 (centres undefined) | 105 | 108 | -11 | 106 | 0 | 9 | -3 | 1 | -2 | -5 | -117 |
| 40 | Cc1cc[n+](Cc2ccc([N+](=O)[O-])cc2)cc1 | 102 | 102 | -4 | ? | -1 | -8 | -4 | -2 | -4 | -4 | -54 |
| 41 | COc1cccc(/C=N/Nc2nnc(C)n2N)c1OCc1ccccc1Cl | 102 | 101 | -9 | 103 | -3 | 10 | -11 | -4 | -5 | -8 | -17 |
| 42 | CCN(c1ccc(NC(=O)COC(=O)CCC(=O)c2ccc(F)cc2)cc1)C(C)C | 75 | 97 | -10 | 82 | -3 | 46 | -6 | -7 | 0 | -6 | -30 |
| 43 | Cc1ccc(C(=O)NCCCn2ccnc2)cn1 | 104 | 102 | -1 | 100 | 0 | -2 | 0 | -1 | 0 | -1 | 4 |
| 44 | Cc1ccc(NC(=O)C(Cc2ccccc2)NC(=O)c2ccco2)cc1 (centres undefined) | 98 | 99 | -12 | 97 | -5 | 3 | -8 | -20 | -2 | -11 | -21 |
| 45 | COC(=O)C1=C2SCC(=O)N2C(N)=C(C#N)C1 | 100 | 100 | . | ? | . | -3 | . | . | . | . | -35 |
| 46 | O=C(COC(=O)C1(c2ccc(F)cc2)CCCC1)N1CCc2ccccc21 | 109 | 126 | 0 | 103 | -1 | 21 | -4 | -3 | 0 | -4 | 6 |
| 47 | Cc1cc(C)nc(SCc2ccc(F)cc2)n1 | 95 | 98 | -5 | 97 | -7 | 11 | -2 | -5 | -1 | -3 | 0 |
| 48 | O=C(NNC(=S)NCC1CCCO1)c1cccc(S(=O)(=O)N2CCOCC2)c1 (centres undefined) | 92 | 95 | -14 | 98 | -1 | 6 | -6 | -3 | -4 | -1 | -26 |
| 49 | COC(=O)c1cc(=O)n(CCc2ccc(OC)c(OC)c2)c(=Nc2ccc(F)c(Cl)c2)s1 | 101 | 97 | -2 | 94 | -3 | -9 | -3 | -3 | -5 | -3 | -15 |
| 50 | CCSc1nnc(-c2ccccc2N)c(=O)[nH]1 | 107 | 103 | -7 | 103 | -3 | 4 | 5 | -12 | -2 | -2 | -4 |
| 51 | CCC(C)NC(=O)C(NS(=O)(=O)c1cccc2nsnc12)c1ccccc1 (centres undefined) | 96 | 97 | -8 | 99 | 0 | 3 | 0 | -10 | -2 | -3 | -3 |
| 52 | Cc1ccc(NC(=O)c2ccc(-n3cccn3)c([N+](=O)[O-])c2)cc1C | 103 | 102 | 0 | 107 | 0 | 10 | 0 | -3 | 0 | -3 | -11 |
| 53 | COc1cc(-n2c(C)nc3cc(C(=O)NCc4ccco4)ccc32)cc(OC)c1OC | 93 | 89 | -1 | 92 | 0 | 3 | 2 | -1 | 3 | 2 | -36 |
| 54 | COC(=O)N/N=C/c1ccccc1Cl | 90 | 93 | -2 | ? | 4 | -4 | 3 | -3 | 0 | 0 | -7 |
| 55 | CCOc1ccc(-c2cc(C)n3nc(C(N)=O)cc3n2)cc1 | 103 | 101 | 2 | 107 | 9 | 50 | 3 | -1 | 9 | 1 | -3 |
| 56 | Cc1ccc(/C=N/NC(=O)CN2CCN(Cc3ccccc3Cl)CC2)o1 | 102 | 103 | . | ? | . | -6 | . | . | . | . | -60 |
| 57 | COc1ccccc1NC(=O)CN(Cc1ccco1)C(=O)c1ccc(Cl)nc1 | 96 | 99 | 2 | ? | -2 | 23 | 0 | 2 | 0 | 3 | -2 |
| 58 | COc1ccccc1OCCC(=O)NCc1ccc2c(c1)OCO2 | 102 | 101 | 0 | 97 | 1 | 17 | -2 | -6 | 1 | 1 | -31 |
| 59 | CC1CC(C)(C)n2c(O)c(N=NC(N)=S)c3cccc1c32 (centres undefined) | 102 | 100 | . | ? | . | -16 | . | . | . | . | -118 |
| 60 | Cc1ccc(CCNC(=O)C2CCN(C(=O)N(C)C)CC2)cc1 | 100 | 98 | -7 | 104 | -1 | -6 | 0 | -8 | -1 | -9 | -9 |
| 61 | CN(C)c1ccc(/C=C/C=C2/SC(=S)N(c3ccccc3)C2=O)cc1 | 98 | 98 | -35 | 104 | 22 | -4 | 17 | 20 | 8 | 30 | -22 |
| 62 | Cc1cc(C(C)(C)C)oc1C(=O)N(CC(=O)NC1CCCC1)Cc1ccccc1Cl | 97 | 97 | -12 | 99 | 0 | -6 | -8 | -14 | -4 | -8 | 1 |
